Screens (PubChem BioAssay)
MmCpn inh = M. maripaludis TRiC chaperonin inhibition | hit rate 0.031% among 330,000 | AID 504842 | purified Mm-Cpn ATPase, ADP Transcreener TR-FRET | Potency, µM (top dose mostly 76.9 µM), for inactives: at the highest dose activity, negative = inhibition, usual class: inhibitors; further: potency means the concentration at half of the fitted maximal effect; on the % scale 0 is the no-effect control and ±100 the full control effect; nearly all actives have a fitted effect of over 80% in size
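Measured: ADP formation by purified Mm-CPN. Conditions: 25 nM protein, 10 uM ATP, Tris pH 7.4 with Mg2+, K+ and DTT, 37°C for 30 min. Detection: Transcreener HTRF after 30 min at room temperature.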
CCT chaperon mod = modulators of cytosolic chaperonin (CCT/TRiC) activity | purified chaperonin ATPase assay, HTRF ADP detection, 30 min | activity change, % (concentration not given with the values), hits read low | hit rate 0.3% among 360,000; in the data active means activity change below about -30%; further: on the % scale 0 is the no-effect control and ±100 the full control effect
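Enzyme 40 or 20 nM (batch-dependent) in Tris pH 7.4/KCl/MgCl2/DTT; cpd 76 uM single point; ATP 10 uM; 30 min 37 °C; Transcreener ADP HTRF detection, 30 min RT; ratio 665/615.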
EPAC1 ag = agonists of human EPAC1 | O95398 | EPAC1 agonist qHTS, biochemical assay; response scale: 100% = response to 6.5 mM cAMP | Potency, µM (top dose mostly 154 µM), for inactives: at the highest dose activation, most hits filed as activators | hit rate 0.073% among 360,000; further: potency means the concentration at half of the fitted maximal effect; nearly all actives have a fitted effect of over 60% in size
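Read-out is the fluorescence drop as BODIPY-GDP leaves Rap1B (480 nm excitation, 540 nm emission), recorded every 5 minutes over 30 minutes. Reactions held 100 nM EPAC1, 250 nM Rap1B–BODIPY-GDP and 50 uM GDP, with 6.5 mM cAMP setting full activation.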
PLK1 PBD inh = inhibitors of human PLK1 polo-box domain binding. Plk1 PBD binding of FITC phosphopeptide, fluorescence polarization. Potency, µM, inactives show max response, negative = inhibition, most hits filed as inhibitors. hit rate 2.8% among 360,000; further: potency means the concentration at half of the fitted maximal effect; series mostly up to about 57 µM; on the % scale 0 is the no-effect control and ±100 the full control effect; nearly all actives have a fitted effect of over 65% in size
Target sequence (P53350 whole entry, looked up, the tested form may be a part): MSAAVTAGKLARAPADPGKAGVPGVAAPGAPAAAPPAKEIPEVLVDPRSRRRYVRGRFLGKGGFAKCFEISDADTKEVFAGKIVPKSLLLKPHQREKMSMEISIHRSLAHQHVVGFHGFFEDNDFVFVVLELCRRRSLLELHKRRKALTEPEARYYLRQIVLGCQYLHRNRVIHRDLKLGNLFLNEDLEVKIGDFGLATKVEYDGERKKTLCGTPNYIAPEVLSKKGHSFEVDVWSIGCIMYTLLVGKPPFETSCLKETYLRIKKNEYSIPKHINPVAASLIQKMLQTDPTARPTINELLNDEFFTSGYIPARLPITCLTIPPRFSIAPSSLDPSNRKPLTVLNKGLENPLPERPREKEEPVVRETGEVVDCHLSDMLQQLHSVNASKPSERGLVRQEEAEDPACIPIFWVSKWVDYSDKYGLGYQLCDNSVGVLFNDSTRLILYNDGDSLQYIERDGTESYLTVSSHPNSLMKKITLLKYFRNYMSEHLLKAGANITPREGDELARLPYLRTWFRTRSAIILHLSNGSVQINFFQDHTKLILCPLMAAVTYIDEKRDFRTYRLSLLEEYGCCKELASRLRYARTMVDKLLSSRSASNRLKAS
WRN helicase inh = inhibitors of human WRN helicase; Q14191; hit rate 0.46% among 360,000; WRN helicase unwinding, fluorescent forked duplex, kinetic; Potency, µM (titrated, usually from 114 µM), for the others: at the highest dose activity change, negative = inhibition, usual class: inhibitors; further: potency means the concentration at half of the fitted maximal effect; on the % scale 0 is the no-effect control and ±100 the full control effect; nearly all actives have a fitted effect of over 55% in size
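Kinetic red-fluorescence monitoring (525/598 nm) tracks WRN helicase activity after 100 nM fluorophore-quencher forked duplex and 2 mM ATP are added to 20 nM enzyme pretreated 15 min at room temperature with compound.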
PI5P4K alpha inh = inhibitors of human PI5P4K alpha | P48426 | max response, % | PI5P4Kalpha enzyme, ADP-Glo luminescence, 60 min; stronger effect = lower value | hit rate 1.2% among 330,000; active means max response of -50% or lower; inconclusive means between -30% and -50%; inactive means -30% or higher; further: value at the top dose of about 77 µM; on the % scale 0 is the no-effect control and ±100 the full control effect
Target sequence (P48426 whole entry, looked up): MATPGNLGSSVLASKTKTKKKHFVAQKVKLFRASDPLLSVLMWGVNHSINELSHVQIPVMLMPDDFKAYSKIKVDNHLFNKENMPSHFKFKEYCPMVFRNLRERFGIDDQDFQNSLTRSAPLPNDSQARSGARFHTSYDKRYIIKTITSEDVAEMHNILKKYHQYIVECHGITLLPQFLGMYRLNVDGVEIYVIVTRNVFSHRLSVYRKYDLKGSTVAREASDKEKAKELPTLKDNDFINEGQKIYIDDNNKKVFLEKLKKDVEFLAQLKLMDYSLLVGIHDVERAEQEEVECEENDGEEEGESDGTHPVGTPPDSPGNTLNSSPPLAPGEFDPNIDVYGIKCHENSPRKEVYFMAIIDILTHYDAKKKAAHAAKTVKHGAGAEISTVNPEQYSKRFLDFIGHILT
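Single end-point luminescence (ADP-Glo) quantified ADP from PI5P4Kalpha turnover; ATP 5 microM final, 1 h at RT, 0.1% CHAPS and 0.28 mM EGTA in HEPES pH 7.4.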
EPAC1 antagonist = antagonists of human EPAC1. O95398. EPAC1 GEF assay, Rap1b-BODIPY-GDP exchange fluorescence. Potency, µM (series often up to 115 µM), inactives show at the top dose activity change, negative = inhibition, most hits filed as inhibitors. hit rate 0.14% among 360,000. AID 720709;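 further: potency means the concentration at half of the fitted maximal effect; plate controls were vehicle for no effect and positive control for full effect; nearly all actives have a fitted effect of over 50% in size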
EPAC2 antagonist = antagonists of human EPAC2; hit rate 0.18% among 360,000; AID 720708; Q8WZA2; Potency, µM (titrated, usually from 114 µM), inactives show at the highest dose activity, negative = inhibition, hits mostly inhibitors; EPAC2 GEF exchange of Rap1B-BODIPY-GDP, fluorescence; further: potency means the concentration at half of the fitted maximal effect; on the % scale 0 is the no-effect control and ±100 the full control effect; nearly all actives have a fitted effect of over 45% in size; many of its hits are not listed in these tables
An asterisk follows results filed as active; u = inconclusive; x = not tested or not shown; [ ] = remark or other dose. Unless noted, the call rests on the fitted dose curve; in most records, active means well fitted curve in the direction sought with a large enough effect; inconclusive means small, poorly fitted or top-dose-only effect, or another doubt; inactive means no such curve, though single readings can be large; an effect the other way counts as inactive or inconclusive. These rows are one share of the data. The share of hits here may be higher or lower than overall.

EPAC1 antagonist	WRN helicase inh	CCT chaperon mod	PLK1 PBD inh	PI5P4K alpha inh	EPAC1 ag	EPAC2 antagonist	MmCpn inh	SMILES
6%	8%	-0.7	-1%	-3	-4%	1%	4%	O=C(Nc1ccccc1SCC1CSc2nc3ccccc3c(=O)n21)c1ccccc1Cl (stereo not drawn)
-9%	0%	-0.7	-10%	-1	-2%	6%	-5%	CC(C)C[C@H](NC(=O)N1CC(=O)Nc2ccccc21)C(=O)N[C@H](Cc1ccccc1)C(=O)O
9%	-4%	-1.1	-8%	1	7%	-2%	-2%	COc1ccc(CCNC(=O)CS(=O)(=O)Cc2nc(-c3ccccc3Cl)oc2C)cc1OC
u	-15%[57.1 µM]	1.0	-2%	1	3%	-12%	-1%	COc1ccc(NC(=O)c2cc(S(=O)(=O)NCC3COc4ccccc4O3)ccc2F)cc1 (stereo not drawn)
-4%	6%	-1.8	-12%	1	5%	8%	-1%	N#Cc1cnn2c(C(F)(F)F)c3c(nc12)CCCC3
-12%	2%	-2.9	-11%	20	8%	1%	x	CN1CCN(C2Cc3ccc(F)cc3Sc3cc(F)c(Cl)cc32)CC1 (stereo not drawn)
u	14µM*	1.0	u	-9	2%	-21%	x	CCN1CCC(O)(/C=C/c2ccc(C)cc2)C(C(=O)/C=C/c2ccc(C)cc2)C1 (stereo not drawn)
10%	8%	-0.8	3%	x	-7%	6%	2%	O=C(NNC(=O)C1CCCO1)c1ccc(Cl)cc1 (stereo not drawn)
0%	-6%	-2.6	-10%	x	8%	-2%	-1%	COc1ccc(-n2nnc3c(=O)n(Cc4ccccc4C)cnc32)cc1
9%	1%	-1.0	1%	-1	-2%	-7%	2%	Cc1c(NC(=O)C2CC(c3ccc(F)cc3)=NO2)c(=O)n(-c2ccccc2)n1C (stereo not drawn)
-7%	-10%	-2.9	-5%	1	17%	-14%	-1%	CC(=O)C1=NN(c2ccccc2)C(c2ccc3c(c2)OCO3)N1c1ccccc1 (stereo not drawn)
-2%	-1%	-0.8	-5%	-5	16%	-9%	1%	COc1ccc(NC(=O)CN2CCN(CC(=O)Nc3ccccc3Cl)CC2)cc1Cl
0%	-8%	-0.5	2%	2	7%	-6%	0%	O=Nc1c(O)n(Cc2ccc(Cl)cc2)c2ccccc12
-7%	-14%	2.6	-6%	10	29%	-17%	1%	Cc1ccc(S(=O)(=O)N2CCN(CCOc3ccccc3)CC2)cc1
7%	12%	-0.6	-11%	-9	-3%	4%	1%	CN(C(=O)c1cccc(NC(=O)Cc2cccc([N+](=O)[O-])c2)c1)C1CCCC1
-2%	11%	-1.3	-11%	-9	1%	-5%	1%	COc1ccccc1Nc1ncnc2c1c(C)c(C)n2CCO
8%	-2%	-1.6	-1%	-4	11%	10%	2%	Cc1ccc(-c2cn(CCC(=O)O)c(-c3ccc(Cl)nc3)n2)cc1
7%	-1%	-0.6	0%	-1	5%	-6%	2%	COc1ccc(Br)c(OC)c1C(=O)NC(=O)Nc1c(F)cccc1F
-15%	-1%	2.7	3%	3	-6%	-18%	1%	Cc1nc2ccc(NS(=O)(=O)c3ccc(Br)cc3)cc2s1
-35%	-11%	0.2	-2%	0	7%	-21%	1%	O=S(=O)(c1cccs1)N1CN(C2CCCC2)c2nc3ccccc3nc21
6%	-1%	-0.9	-3%	-3	-9%	-5%	-3%	Cc1cc(C)n(CC(C)NCc2cn[nH]c2-c2ccc(C)c(C)c2)n1 (stereo not drawn)
-1%	7%	-2.9	-8%	x	-1%	2%	-7%	O=C(c1ccc(CN2CCOCC2)cc1)N1CCC(Cc2ccccc2)CC1
-18%	89µM*	-2.5	-6%	2	3%	5%	-6%	COC(=O)C(Cc1c[nH]c2ccccc12)NC(=O)c1cc(-c2ccc(OC)c(OC)c2)oc1C (stereo not drawn)
-12%	-28%	-2.2	-6%	-3	-3%	0%	0%	O=C(CN1C(=O)NC2(CCCCCCC2)C1=O)NC1CCCc2ccccc21 (stereo not drawn)
15%	3%	-0.4	-7%	-8	8%	2%	0%	Cc1ccc(Cl)c(NC(=O)COC(=O)c2ccccc2C(=O)c2ccc(Cl)c([N+](=O)[O-])c2)c1Cl
-16%	-8%	2.4	-3%	13	-1%	-23%	0%	CCN(c1ccc(OC)cc1)S(=O)(=O)N1CCCC(C(=O)NCc2cccc(C)c2)C1 (stereo not drawn)
7%	-12%	-1.9	0%	9	0%	5%	1%	O=C(Nc1cccc(F)c1)Nc1ccnn1C1CCN(C(=O)c2ccccn2)CC1
17%	-22%[57.1 µM]	-2.9	u	7	10%	1%	-9%	CSc1c(SCc2ccccc2)cnn(Cc2ccccc2)c1=O
-11%	-11%	0.6	2%	5	1%	-29%	x	COc1ccc2c(CN(C)Cc3ccccc3)cc(=O)oc2c1
0%	-4%[57.1 µM]	0.3	-30%	12	-11%	-13%	u	O=C(N/N=C/c1cccc([N+](=O)[O-])c1)C1COc2ccccc2O1 (stereo not drawn)
-5%	-7%	-22	-3%	20	-4%	-6%	x	O=P(Cc1ccccc1)(Cc1ccccc1)c1ccccc1
-23%	-7%	-0.3	-6%	1	13%	11%	3%	O=c1c2ccccc2nc2ccc(NCc3cccs3)nn12
-29%	-1%	-1.7	-1%	2	4%	-5%	-1%	COc1ccc(-c2nc(CSCC(=O)NCCCN3CCCC3=O)c(C)o2)cc1
10%	-1%	4.8	-1%	x	-5%	5%	-1%	O=S(=O)(Cc1ccccc1Cl)Nc1ccccn1
15%	-3%	-5.4	-17%	6	1%	0%	-2%	O=[N+]([O-])c1ccc(-c2nc(-c3ccncc3)no2)cc1
-10%	-4%	-0.9	-8%	-11	8%	-3%	-7%	O=C(O)CCC(=O)Nc1nc2ccccc2s1
4%	0%	1.1	27µM*	1	8%	2%	1%	CCC(=O)Nc1ccc(Cl)c(NC(=S)NC(=O)c2ccco2)c1
8%	5%	0.9	1%	x	-4%	2%	0%	CC(=O)Nc1cccc(NC(=O)c2cc3ccccc3o2)c1
-27%	-1%	1.8	-5%	-3	5%	0%	-5%	COc1ccccc1CNC(=O)[C@@H]1CCCN1S(=O)(=O)c1ccc(C)cc1
11%	1%	-1.8	-1%	0	-2%	3%	1%	NC(=O)NC(CC(=O)NCCCc1ccccc1)c1ccc(Cl)cc1 (stereo not drawn)
1%	-5%	-1.5	-4%	-11	-3%	u	-1%	CC(=O)Nc1nc(C)c(Oc2ccc(Cl)cc2Cl)c(=O)[nH]1
10%	4%	0.7	-1%	-8	-3%	4%	0%	CCOc1ccc(C(C)=O)cc1COC(=O)CCc1cc(OC)c(OC)c(OC)c1
-5%	-10%	-0.3	-15%	5	-9%	26%	-4%	COc1cc2c(cc1OC)[C@H](Cc1ccc(O)cc1)NCC2
-11%	-2%	-0.5	-8%	1	-9%	6%	-1%	O=C(CCC(=O)NC1CCCCC1)N/N=C/c1ccncc1
-3%	-7%	-1.9	2%	4	10%	-4%	-1%	O=C(NNc1nc(-c2ccc(Br)cc2)cs1)c1ccco1
-17%	-3%	-0.2	-6%	3	18%	-11%	-15%	COc1ccccc1N1CCN(C(=S)Nc2ccc3nc(N4CCOCC4)cc(C)c3c2)CC1
-4%	-9%	0.6	-1%	12	-1%	16%	1%	COc1ccc(S(=O)(=O)N2CCOCC2)cc1C(=O)N1CCCCC1
-7%	-2%	-1.1	-3%	-1	-4%	12%	0%	Cc1nnc(Sc2nc3c(c(=O)[nH]c(=O)n3C)n2CCc2ccccc2)s1
-10%	12%	0.3	2%	-2	-8%	-6%	2%	COc1cc(CC(NC(C)=O)C(=O)NC2CCN(C(=O)Nc3ccc(C)cc3)CC2)cc(OC)c1 (stereo not drawn)
-5%	-24%	1.3	-8%	6	7%	-8%	x	C(=NOCCc1ccccc1)c1ccncc1
-19%	-4%[57.1 µM]	-0.4	-2%	-2	2%	-7%	2%	COc1ccc(NC(=O)CCSc2ccc(F)cc2)cc1
-13%	-3%	0.5	-14%	6	2%	-13%	3%	CCn1cc(C(=O)OCC(=O)Nc2ccc(C(C)C)cc2)c(=O)c2ccc(C)nc21
-8%	-8%	-0.6	-7%	2	4%	-13%	2%	CC(=O)N(Cc1cc2c(C)cc(C)cc2[nH]c1=O)C1CCCCC1
16%	1%	-0.2	-4%	-10	0%	3%[57.1 µM]	-2%	CN(C)c1cccc(C(=O)NCC2CCCO2)c1 (stereo not drawn)
-8%	-7%	-0.1	-17%	2	20%	-7%	-1%	O=S(=O)(Nc1ccccc1N1CCOCC1)c1c(F)cc(F)cc1Br
18%	14%	-1.2	-4%	-3	-8%	25%	-4%	Nc1nc(-c2ccccc2)c(C(=O)Nc2ccccc2)s1
-11%	u	-1.6	1%	-61*	-10%	-26%	x	Cc1cc(NCCCCCCCNc2cc(C)nc3cc([N+](=O)[O-])ccc23)c2ccc([N+](=O)[O-])cc2n1
6%	-5%	0.4	-13%	1	2%	-12%	-1%	COc1ccc2c(=O)c3c(=O)n(Cc4ccco4)c(-c4cc(OC)c(OC)c(OC)c4)nc3oc2c1
4%	-7%	0.3	-14%	16	3%	-23%	1%	Cc1cccc(OCCC(=O)Nc2ccc(F)c(F)c2)c1
-4%	4%	x	-9%	0	-13%	-2%	x	CCCCNC(=O)c1nc(-c2cnc(C)cn2)oc1-c1ccc(Cl)cc1
-1%	-1%	1.4	2%	-3	-11%	-21%	1%	COc1ccc2[nH]c3c(c2c1)CCN1C(=O)C(CC(=O)NC(C)(C)C)C[C@H](C(=O)N2CCCCC2)[C@@]31C (stereo partly drawn)
-12%	-24%	-1.1	u	-24	-1%	-4%	-21%	Cn1nnc(NC(=S)NC(=O)c2ccc(-c3ccc(Br)cc3)o2)n1
u	-32%	-2.1	-2%	-7	5%	-12%	0%	Cc1ccccc1NC(=O)c1nnn(-c2ccc3c(c2)OCCO3)c1N

Three entries from above, sorted by the value under WRN helicase inh, ascending:
EPAC1 antagonist	WRN helicase inh	CCT chaperon mod	PLK1 PBD inh	PI5P4K alpha inh	EPAC1 ag	EPAC2 antagonist	MmCpn inh	SMILES
4%	-7%	0.3	-14%	16	3%	-23%	1%	Cc1cccc(OCCC(=O)Nc2ccc(F)c(F)c2)c1
16%	1%	-0.2	-4%	-10	0%	3%[57.1 µM]	-2%	CN(C)c1cccc(C(=O)NCC2CCCO2)c1 (stereo not drawn)
-4%	4%	x	-9%	0	-13%	-2%	x	CCCCNC(=O)c1nc(-c2cnc(C)cn2)oc1-c1ccc(Cl)cc1
